A3G deaminase = APOBEC3G (human) deaminase inhibition. Q9HC16. recombinant A3G, ssDNA deamination FAM/TAMRA fluorescence. inhibition, % at 20 µM. 330,000 compounds, 0.28% hits. AID 493012;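 active means inhibition of at least 40% at 20 µM, with no more than 30% in the related APOBEC3A deaminase screen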;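 further: plate controls were DMSO wells with A3G for no effect and wells lacking A3G enzyme for full effect; some compounds called inactive have numbers as strong as hits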
mIAP activ = mouse IAP activation. 330,000 compounds, 0.24% hits. AID 2805. activation factor at 10 µM. muIAP, CDP-Star luminescence, 30 min; active compounds read high; 1 = vehicle-only enzyme signal, 0 = enzyme-free wells;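 active means activation factor of at least 2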; further: the source names both 10 and 20 µM as test concentration; values of inactives mirror those of a sister screen read the other way
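System: mouse IAP enzyme. Reagent: CDP-Star chemiluminescent phosphatase substrate. Benchmarks: DMSO wells, no-enzyme wells. Times: 30 min enzyme-substrate-compound incubation at room temperature. Detection: luminescence from enzymatic CDP-Star hydrolysis. Doses: test compounds delivered from DMSO solution.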
mIAP block = mouse IAP inhibition. 330,000 compounds, 0.2% hits. AID 2806. purified mouse IAP, CDP-Star luminescence, 30 min. inhibition, % at 10 µM;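 active means inhibition of at least 40% at 10 µM in the primary screen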;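 further: plate controls were DMSO with enzyme for no effect and no enzyme wells for full effect; values of inactives mirror those of a sister screen read the other way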
MIN6 prolif = MIN6 beta-cell proliferation induction. 330,000 compounds, 0.29% hits. MIN6 cells proliferation, ATPlite luminescence, 48 h; cells starved in 0.2% serum; 100% = growth in 10% serum. proliferation, % at 10 µM;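 active means compounds whose signal lies at least 3.5 SD above the mean of all wells on their plate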;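 further: 0% = DMSO-treated cells in low-serum medium and 100% = 10% serum control; some compounds called inactive have numbers as strong as hits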
NLRP3 yeast inh = inhibitors of NALP3 inflammasome in yeast; Yeast reconstituted NLRP3/ASC/caspase-1, beta-gal luminescence, 24 h; 330,000 compounds, 0.39% hits; inhibition, % at 10 µM;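 active means inhibition of 50% or more; inactive means inhibition below 50%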;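 further: plate controls were induced DMSO wells for no effect and uninduced yeast grown without galactose for full effect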
hIAP block = blocks human intestinal alkaline phosphatase; P09923; purified IAP, CDP-Star luminescence, 30 min; inhibition, % at 10 µM; 330,000 compounds, 0.12% hits; AID 2544;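 active means inhibition reaching a set limit with compound at 10 µM in the primary screen, cut at about 35% in these data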;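 further: plate controls were DMSO wells with enzyme for no effect and no-enzyme buffer wells for full effect; values of inactives mirror those of a sister screen read the other way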
Target sequence (P09923 whole entry, looked up): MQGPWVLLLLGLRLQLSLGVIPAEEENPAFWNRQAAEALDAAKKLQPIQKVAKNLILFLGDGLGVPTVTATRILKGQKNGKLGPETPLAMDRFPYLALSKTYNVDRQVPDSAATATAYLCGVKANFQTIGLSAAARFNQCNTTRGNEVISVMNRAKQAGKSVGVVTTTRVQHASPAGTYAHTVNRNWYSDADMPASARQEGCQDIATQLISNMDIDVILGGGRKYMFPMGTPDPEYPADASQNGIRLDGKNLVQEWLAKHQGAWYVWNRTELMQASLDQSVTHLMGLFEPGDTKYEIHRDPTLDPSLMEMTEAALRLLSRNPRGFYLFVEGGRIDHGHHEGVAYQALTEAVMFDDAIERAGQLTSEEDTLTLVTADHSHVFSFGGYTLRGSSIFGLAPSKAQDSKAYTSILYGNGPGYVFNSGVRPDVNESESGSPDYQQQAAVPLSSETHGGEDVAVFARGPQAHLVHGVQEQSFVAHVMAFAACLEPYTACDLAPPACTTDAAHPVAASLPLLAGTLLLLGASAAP
hIAP activ = human IAP activation. P09923. activation factor at 10 µM. 330,000 compounds, 0.16% hits. purified human IAP, CDP-Star luminescence, 30 min; active compounds read high; 1 = vehicle-only enzyme, 0 = enzyme-free background;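 active means activation factor of the enzyme at least 2-fold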; further: the source names both 10 and 20 µM as test concentration; values of inactives mirror those of a sister screen read the other way
A3A deaminase = blocks human APOBEC3A ssDNA deamination. recombinant A3A, FAM/TAMRA ssDNA deamination fluorescence. inhibition, % at 20 µM. 330,000 compounds, 0.41% hits. AID 493011;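 active means at least 40% inhibition at 20 µM here, with at most 30% in a related deaminase screen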;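 further: plate controls were A3A with DMSO for no effect and wells lacking A3A enzyme for full effect; some results filed as inactive read as strong as hits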
Target sequence (P31941 whole entry, looked up): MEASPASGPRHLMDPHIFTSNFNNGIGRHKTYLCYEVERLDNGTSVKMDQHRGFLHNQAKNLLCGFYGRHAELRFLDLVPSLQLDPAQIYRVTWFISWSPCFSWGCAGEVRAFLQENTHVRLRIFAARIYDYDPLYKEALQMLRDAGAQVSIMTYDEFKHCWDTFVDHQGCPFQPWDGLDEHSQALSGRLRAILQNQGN
SENP1 FRET inh = blocks the human SENP1 SUMO protease catalytic domain | Q9P0U3 | recombinant SENP1 catalytic domain, CyPet-SUMO1-YPet FRET cleavage | inhibition, % at 10 µM | 360,000 compounds, 0.21% hits | AID 624204;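 active means inhibition at least 30% at 10 µM, raw YFP signal under a set limit, fluorescence ratio 0.5 to 1.5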;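 further: 0% = enzyme with DMSO and 100% = no enzyme wells; some results filed as inactive read as strong as hits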
Target sequence (Q9P0U3 419-644 limits assumed): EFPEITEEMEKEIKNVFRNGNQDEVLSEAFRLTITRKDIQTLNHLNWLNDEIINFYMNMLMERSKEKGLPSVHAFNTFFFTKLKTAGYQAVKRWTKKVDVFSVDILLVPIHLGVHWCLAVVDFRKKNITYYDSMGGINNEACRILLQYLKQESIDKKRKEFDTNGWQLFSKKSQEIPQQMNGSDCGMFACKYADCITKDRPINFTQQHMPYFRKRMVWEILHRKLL
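Material: hSENP1 catalytic domain, recombinant; medium: Tris pH 8 with BME, BSA, NP40 and catalase; compound: single concentration of 10 µM compound, 0.5% DMSO final; technique: FRET read of cyan and yellow fluorescence; timing: 50 min enzyme reaction, room temperature, light-protected; reagent: SFCypet-SUMO1-SFYpet substrate at 25 nM; control set: no-enzyme low, enzyme-DMSO high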
The depositor's hits bear a star; nt = no result given.

SMILES	A3G deaminase	mIAP activ	mIAP block	MIN6 prolif	NLRP3 yeast inh	hIAP block	hIAP activ	A3A deaminase	SENP1 FRET inh
CCc1[nH]nc(C(=O)N2CCCC(C(=O)c3cccc(OC(C)C)c3)C2)c1C (stereo not given)	2	1.1	-7	0	10	-7	1.1	3	2
COn1c(-c2ccccc2)nc2c1CCc1c-2no[n+]1[O-]	-5	1.1	-7	-2	37	18	0.82	-4	4
Cc1cnn(C(=O)c2cc(-c3ccccn3)nc3ccc(Cl)cc23)c1	-1	1	-2	-3	-11	-21	1.2	2	-4
O=C(NCC1CCCO1)C1CCN(C2CCN(Cc3ccco3)CC2)CC1 (stereo not given)	2	0.91	9	0	14	16	0.84	1	0
CCC(C)(C)NC(=O)C(c1ccncc1)N(C(=O)Cn1nnc2ccccc21)c1cc2c(cc1C(C)=O)OCO2 (stereo not given)	0	1.1	-6	0	12	-7	1.1	4	1
Cc1cc(Br)c(S(=O)(=O)NCc2cccnc2)cc1C	-3	1	-4	-1	10	-6	1.1	1	0
CCCCCCOc1ccc(OC(=O)c2ccncc2)cc1	1	0.97	3	-1	-3	-6	1.1	0	3
O=C(NCc1cccs1)c1cc(-c2cccc(Cl)c2)on1	-5	0.9	10	-4	9	6	0.94	-1	1
Cc1ccc(C(=O)N2CCN(S(=O)(=O)c3ccc(C)cc3)CC2)cc1	-6	1.1	-5	1	3	-9	1.1	-4	-2
COCCCNC(=O)NC(=O)c1ccccc1	-3	1	-4	-2	15	-1	1	-1	1
C=CCN1C(=O)c2ccc(C(=O)N3CCN(S(=O)(=O)c4cccc(Cl)c4)CC3)cc2C1=O	1	1	-3	-4	9	10	0.91	7	2
O=C(COC(=O)c1ccc(S(=O)(=O)C(F)F)cc1)NC(=O)NC1CCCCC1	-9	0.96	4	0	13	-2	1	1	1
O=C(O)CCCC(=O)N1N=C(c2ccccc2)CC1c1ccc2nccnc2c1 (stereo not given)	-2	0.94	6	-2	4	11	0.89	-1	-2
CC1=NN(C(N)=S)C(C)(C)C1	-6	1.1	-6	-1	-5	-6	1.1	-1	0
C=CCn1c(O)c(N=Nc2ccccc2)c2ccccc21	-3	0.9	10	0	17	11	0.89	14	-3
CCOC(=O)C1=C(C)Nc2ncnn2C1c1cc(OC)ccc1OC (stereo not given)	-9	0.99	1	-1	2	0	1	4	1
CCOc1ccc(CCNC(=O)Cc2ccc(NC(=O)C3=C(C)OCCS3)cc2)cc1	-6	1	-2	-5	0	-18	1.2	-7	-7
COc1cc2sc(-c3ccc(S(C)(=O)=O)cc3)c(C(=O)NCc3ccc(C)o3)c2cc1OC	-6	0.99	1	4	-1	2	0.98	-4	-1
CS(=O)(=O)c1ccc(-c2nnn(CC(=O)Nc3ccc4c(c3)OCCO4)n2)cc1	-1	1	-1	-3	3	9	0.91	3	0
O=C(CNC(=O)c1ccccc1F)N/N=C/c1ccc2c(c1)OCO2	-7	0.97	3	0	15	-2	1	-2	2

Next part, overlapping the part above by two compounds.
SMILES	A3G deaminase	mIAP activ	mIAP block	MIN6 prolif	NLRP3 yeast inh	hIAP block	hIAP activ	A3A deaminase	SENP1 FRET inh
CS(=O)(=O)c1ccc(-c2nnn(CC(=O)Nc3ccc4c(c3)OCCO4)n2)cc1	-1	1	-1	-3	3	9	0.91	3	0
O=C(CNC(=O)c1ccccc1F)N/N=C/c1ccc2c(c1)OCO2	-7	0.97	3	0	15	-2	1	-2	2
Cc1ccc(OCC(=O)NCCCNC(=O)c2cccnc2)cc1	-2	1	-3	0	4	-2	1	3	-1
CCCc1ccc(C2=Nn3c(nnc3C(C)C)SC2)cc1	50*	0.96	4	-6	-3	3	0.97	-1	1
CCOc1cc(/C=N/O)ccc1OS(=O)(=O)c1ccc(C)cc1	1	1	-2	3	23	17	0.83	3	2
COc1cc2c(cc1OC)[C@@H](NC(=O)CCc1ccccc1)[C@H](OCc1ccccc1)C2	7	1.3	-27	nt	nt	nt	nt	4	2
O=C(Nc1nnc(-c2ccccc2Cl)o1)c1ccco1	-2	1	-2	-5	9	-2	1	1	1
COc1ccc(/C=C2/C(=O)N(c3ccccc3)N=C2C)cc1OC	-6	0.95	5	-2	6	-25	1.2	-5	3
CN(c1ccccc1)c1nc(N)c([N+](=O)[O-])c(N2CCOCC2)n1	3	1	0	-2	3	10	0.9	2	2
COc1ccc(C(=O)C2CCCN(Cc3c(C)[nH]c4ccccc34)C2)c(OC)c1 (stereo not given)	-9	0.92	8	-2	9	-2	1	-1	nt
O=C1CSC(c2ccc([N+](=O)[O-])cc2)N1c1ccc(O)cc1 (stereo not given)	0	1.1	-9	-1	19	8	0.93	2	3
Cn1c(NCCCN2CCOCC2)nc2c1c(=O)n(Cc1ccc(Cl)cc1Cl)c(=O)n2C	-5	0.93	7	-4	17	8	0.92	-3	-1
Cc1c(Cl)cnc(NC(=O)COC(=O)c2cccc(S(=O)(=O)N3CCc4ccccc4C3)c2)c1Cl	1	0.87	13	0	17	10	0.9	13	-2
CC(=O)Nc1ccc(NC(=O)[C@@H](NC(=O)c2cccc(C)c2)C(C)C)cc1	-6	1.2	-15	1	-3	-2	1	-3	1
Cc1cc([N+](=O)[O-])nn1CCC(=O)Nc1nccs1	-4	0.95	5	3	3	5	0.95	-3	2
COc1cc(S(=O)(=O)N2CCC(c3nc4ccccc4s3)CC2)ccc1S(=O)(=O)NC1CCCC1	-5	0.95	5	-1	8	12	0.88	0	-1
COc1cccc(NC(=O)Cn2c(SCC(=O)N3CCOCC3)nc3ccccc32)c1	-3	0.85	15	-2	8	-1	1	2	2
COc1cc2c(cc1OC)-c1nnc(-c3cccs3)n1C(C)(C)C2	-3	1	-4	0	13	8	0.92	-1	-2
CCOC(=O)C(NC(=O)c1ccccc1)=C1C=C(C)OC(C)=C1	-1	0.99	1	0	10	9	0.91	4	-8
Cc1ccc(-c2csc(N3CCN(c4ccc5nc(-c6ccncc6)n(CCN6CCCCC6)c5c4)CC3)n2)cc1	-10	0.89	11	-6	20	-1	1	-4	-10
CCOC(=O)C1(S(=O)(=O)c2ccc(Cl)cc2)CCN(Cc2ccccc2)CC1	-5	0.91	9	2	5	3	0.97	0	-2
N#CCc1ccc(Oc2ncccn2)cc1	-10	0.95	5	8.4*	10	11	0.89	-4	1

Only mIAP block, for some of the entries so far:
Molecule | mIAP block
COc1cc(S(=O)(=O)N2CCC(c3nc4ccccc4s3)CC2)ccc1S(=O)(=O)NC1CCCC1 | 5
COc1cccc(NC(=O)Cn2c(SCC(=O)N3CCOCC3)nc3ccccc32)c1 | 15
COc1cc2c(cc1OC)-c1nnc(-c3cccs3)n1C(C)(C)C2 | -4

Next section:
SMILES	A3G deaminase	mIAP activ	mIAP block	MIN6 prolif	NLRP3 yeast inh	hIAP block	hIAP activ	A3A deaminase	SENP1 FRET inh
O=S(=O)(NC1CCCCC1NCc1ccco1)c1ccc(Cl)cc1 (stereo not given)	-2	0.99	0	-1	7	26	0.74	0	-2
C[C@H](CO)N1C[C@H](C)[C@@H](CN(C)C(=O)Nc2ccc(C(F)(F)F)cc2)Oc2c(NC(=O)Nc3ccc(C(F)(F)F)cc3)cccc2C1=O	-5	1	-4	-5	13	2	0.98	2	4
CC(C)(C)OC(=O)NCCC(=O)N/N=C/c1ccc2nccnc2c1	-3	1.1	-10	-2	1	1	0.99	-7	2
Cc1cccc(N2CCN(C(=O)c3ccc4c(c3)NC(=O)C(CSCc3ccc(F)cc3)N4)CC2C)c1 (stereo not given)	9	0.81	18	-7	5	5	0.95	-29	nt
Cn1c(/C(C#N)=C2/CCCCCN2)nc2ccccc21	-6	1	-4	0	20	0	1	0	-36
O=C(O)/C(=C\c1ccco1)NC(=O)c1ccco1	-8	0.93	7	-3	18	-12	1.1	-5	0
Cn1c(=O)[nH]c(=O)c2c1nc(N1CCOCC1)n2CCc1ccccc1	-1	1	-1	-1	16	-2	1	0	-1
COc1ccc(C(NC(=O)c2ccccc2F)NC(=O)c2ccccc2F)cc1	-10	0.96	4	0	-3	4	0.96	-4	3
COc1ccc2c(c1)-c1c(sn(-c3ccc(OC)c(OC)c3)c1=S)C(C)(C)N2	2	0.9	10	0	20	10	0.9	1	3
CCN1CCN(C(=O)C2CCN(S(=O)(=O)c3ccc4c(c3)NC(=O)C(C)S4)CC2)CC1 (stereo not given)	-7	1.1	-6	-3	15	-2	1	-8	1
COc1ccccc1-n1c(=S)[nH]c2c(sc(=S)n2-c2ccccc2)c1=O	-5	0.94	6	0	14	18	0.82	-2	1
N#Cc1ccc(OCC(O)CN2CCN(c3ncc(C(F)(F)F)cc3Cl)CC2)cc1 (stereo not given)	-1	0.96	4	-3	4	-10	1.1	-4	-1
Cc1cc(Cl)ccc1OCC(=O)NC(=S)Nc1ccccc1N1CCOCC1	-3	0.92	8	-5	39	1	0.99	6	1
COc1ccc(NC(=O)CSc2nnc(Cn3c(=O)sc4ccccc43)n2C)cc1	-6	1	-3	-2	14	-9	1.1	-1	1
CC[N+](CC)(CCCCS(=O)(=O)[O-])CCNP1(=O)C=C(c2ccccc2)OC(c2ccccc2)=C1	-8	1.2	-20	2	-13	-10	1.1	-4	1
CCc1ccc(NC(=O)C2CCN(S(=O)(=O)c3cccs3)CC2)cc1	1	1.3	-35	0	-4	-28	1.3	-5	3
COCCCNC(=O)c1ccc2c(=O)n(Cc3ccccc3OC)c(=S)[nH]c2c1	-5	1.1	-7	-3	16	-2	1	-2	1
COc1ccccc1/C=C/C=N/NC(=O)c1ccncc1	-4	0.97	3	1	-4	0	1	10	0
CCOc1ccc(NC(=O)CSC2=NN3CCCC(=O)N=C3S2)cc1	1	1	-4	1	21	7	0.93	0	2
CC(=O)N(c1ccccc1)c1nc(/C=C/C(=O)O)cs1	-10	1.1	-10	-1	28	-12	1.1	-5	1
Cc1nn(-c2ccccc2)c2c1C(c1cccc([N+](=O)[O-])c1)N(c1ccccc1)C(=O)N2 (stereo not given)	-4	0.96	4	0	9	-7	1.1	0	3
CCc1c(C)nc(N)n2c(SCC(=O)Nc3ccccc3OC)nnc12	-1	1.1	-6	3	3	-6	1.1	2	-2
C=CCN1CC(C)/C(=N\O)CC1C (stereo not given)	-5	1	0	-2	1	24	0.76	10	3
CCOc1ncccc1C(=O)N1CCN(S(=O)(=O)c2ccc3ccccc3c2)CC1	-1	0.94	6	2	-4	0	1	6	0
Cn1cccc1C(=O)OCc1cc(Cl)cc2c1OCOC2	-2	0.94	6	3	40	-7	1.1	-1	6
O=C(c1cc(O)c(O)c([N+](=O)[O-])c1)c1ccccc1F	-6	1	-1	4	23	6	0.94	-3	1
O=C(Nc1nnc(COc2ccccc2F)s1)Nc1ccccc1F	0	0.95	5	-2	17	7	0.93	1	1
Cc1sc2ncnc(N3CCC(C(=O)Nc4nnc(CC(C)C)s4)CC3)c2c1C	5	1	-1	-2	9	6	0.94	2	-2
COc1ccc([C@@H]2CC(=O)c3c(O)cc(O[C@@H]4O[C@H](CO[C@@H]5O[C@@H](C)[C@H](O)[C@@H](O)[C@H]5O)[C@@H](O)[C@H](O)[C@H]4O)cc3O2)cc1O	8	1	-4	0	8	-4	1	8	0
CCCCn1c(-c2csc3ccccc23)n[nH]c1=S	5	0.95	5	0	11	0	0.99	-3	-5

From PubChem BioAssay

Not all compounds are listed; the hit share may differ from the screen's.
